# HCV inhibitor – HCV inhibition; Potency, µM (series often up to 41.8 µM), without a hit: at the highest dose activity change, negative = inhibition, most hits filed as inhibitors; Huh7.5.1 HCVcc-Cre infection, luciferase reporter, 44 h; 340,000 tested, 3.4% active; note: potency is the fitted concentration of half-maximal effect
#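 Cells seeded at 1,000/well and cultured 4 h, then compounds added followed by HCVcc-Cre virus (~0.5 moi). After 44 h further culture, luciferase substrate was added, plates held 15 min at room temperature, and luminescence read for 15 sec.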
# AmpC inh detg – blocks E. coli AmpC beta-lactamase in detergent assay. P00811. AmpC hydrolysis of nitrocefin, absorbance 480 nm, 0.01% Triton. Potency, µM (series often up to 114 µM), for the others: at the top dose activity change, negative = inhibition, usual class: inhibitors. 370,000 tested, 0.041% active;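 note: potency is the fitted concentration of half-maximal effect; 0% = no-compound wells and -100% = no-enzyme wells; nearly all actives have a fitted effect of over 25% in size; some results filed as inactive show a strong effect at the top dose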
# Target sequence (P00811 whole entry, looked up): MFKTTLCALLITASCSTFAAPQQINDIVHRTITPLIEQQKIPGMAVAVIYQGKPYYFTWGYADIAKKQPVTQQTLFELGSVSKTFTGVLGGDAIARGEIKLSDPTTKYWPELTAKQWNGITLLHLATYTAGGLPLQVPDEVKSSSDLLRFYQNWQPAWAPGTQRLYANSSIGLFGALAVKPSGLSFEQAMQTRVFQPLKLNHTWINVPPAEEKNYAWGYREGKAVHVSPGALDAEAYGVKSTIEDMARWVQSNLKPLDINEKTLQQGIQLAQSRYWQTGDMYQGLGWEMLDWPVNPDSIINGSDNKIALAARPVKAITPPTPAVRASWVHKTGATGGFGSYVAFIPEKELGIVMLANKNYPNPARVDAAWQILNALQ
#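 AmpC (5.3 nM in the dispensed reagent) in 20 mM phosphate pH 7.0 with 0.01% (detergent screen) or 0.0001% Triton X-100 was preincubated with compounds for 15 min at room temperature. Nitrocefin was then added from an 800 uM solution, and hydrolysis was followed at 480 nm.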
# Sm TGR block – blocks Schistosoma mansoni thioredoxin glutathione reductase; 360,000 tested, 3% active; Q962Y6; AID 485364; Potency, µM (doses to about 114 µM), without a hit: top-dose activity change, negative = inhibition, usual class: inhibitors; purified TGR, DTNB reduction, TNB absorbance 405 nm; note: potency is the fitted concentration of half-maximal effect; nearly all actives have a fitted effect of over 60% in size
#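 First, TGR (20 nM dispensed) and NADPH were mixed with compound. Second, a 15 min room-temperature incubation followed. Third, further NADPH and then DTNB were added to start the reaction. Finally, TNB absorbance was monitored kinetically.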
# Giardia FBPA inh – Giardia lamblia aldolase inhibition; AID 2451; 290,000 tested, 0.71% active; Potency, µM (top dose mostly 59.6 µM), for the others: at the top dose activity, negative = inhibition, usual class: inhibitors; purified Giardia FBPA; A8B2U2; note: potency is the fitted concentration of half-maximal effect; nearly all actives have a fitted effect of over 55% in size
# Target sequence (A8B2U2 whole entry, looked up): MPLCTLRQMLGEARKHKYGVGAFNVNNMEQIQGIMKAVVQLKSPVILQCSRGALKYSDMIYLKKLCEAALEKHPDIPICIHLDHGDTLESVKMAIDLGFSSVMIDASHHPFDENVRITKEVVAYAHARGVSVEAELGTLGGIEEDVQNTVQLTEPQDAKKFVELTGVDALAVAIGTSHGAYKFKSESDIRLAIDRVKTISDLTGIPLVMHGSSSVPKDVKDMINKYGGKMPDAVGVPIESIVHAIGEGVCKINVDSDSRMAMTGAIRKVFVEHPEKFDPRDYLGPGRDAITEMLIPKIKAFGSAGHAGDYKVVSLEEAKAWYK
#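 40 nM FBPA preincubated 10 min at RT with compound (up to 57.5 uM final), then substrate plus GAPDH/TPI/NAD/arsenate coupling and diaphorase/resazurin added. Fluorescence read after 20 min at RT, 525/598 nm.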
# HCMV inh – inhibitors of human cytomegalovirus. 410,000 tested, 4.5% active. AID 1259415. HFF cells, HCMV-luciferase reporter, 72 h; active compounds read low. activity change, negative = inhibition, % at 57.5 µM; in the data active = activity change below about -60%; inconclusive = no clear call, values can overlap the other calls; inactive = above about -39%
#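 After 16 h attachment at 37C, HFF cells received test compound and HCMV-luciferase (1 PFU/cell); reporter luminescence read 72 h later, data normalized against buffer-only and known inhibitor Salinomycin.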
# AmpC no deterg – blocks E. coli AmpC beta-lactamase in detergent-free assay; Potency, µM (highest dose often 57.1 µM), inactives show top-dose activity change, negative = inhibition, most hits filed as inhibitors; AmpC nitrocefin hydrolysis, absorbance 480 nm, 0.0001% Triton; AID 485341; 330,000 tested, 0.52% active; P00811;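 note: potency is the fitted concentration of half-maximal effect; plate controls were no compound for no effect and no enzyme for full effect; nearly all actives have a fitted effect of over 20% in size; some results filed as inactive show a strong effect at the top dose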
#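 20 mM phosphate pH 7.0 + 0.01% (detergent screen) or 0.0001% Triton X-100; 5.3 nM AmpC reagent; cpd preinc 15 min RT; nitrocefin (800 uM stock) to start; A480 q20 s × 4 min; Activity was normalised to no-enzyme and no-compound control wells.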
# * marks the source's active call; other numbers are inactive results; ? = inconclusive; / = not tested or not shown; & = joins results of further samples; [ ] = remark or other dose. Unless noted, calls come from the whole dose curve; as a rule, active = well fitted curve in the direction sought with a large enough effect; inconclusive = small, poorly fitted or top-dose-only effect, or another doubt; inactive = no such curve, though single readings can be large; an effect the other way counts as inactive or inconclusive. Unless noted, % is set by controls: 0 for no effect and ±100 for the full control effect.
SMILES,HCV inhibitor,AmpC inh detg,Sm TGR block,Giardia FBPA inh,HCMV inh,AmpC no deterg
NC(=S)N/N=C/c1ccc(-c2ccc(Cl)c(Cl)c2)o1,?,?,-34%,-20%,124,-52%
CCC(Cn1nnc2ccccc2c1=O)NC(=O)Nc1ccc(C)cc1 (configuration not stated),/,1%,-7%,/,83,/
CCNc1ccc(C2(O)C(=O)c3ccccc3C2=O)cc1,-18%,-5%,3%,8%,21,-11%
Cc1ccc(C(=O)N/C(=C\c2ccccc2)C(=O)NCCN2CCOCC2)cc1,-8%,-11%,0%,-4%,-2,0%
CCN1C(=NCc2cc(OC)c(OC)c(OC)c2)N[C@@H](c2ccccc2)C(C(=O)OC)=C1C,-14%,-8%,0%,7%,/,-16%&-37%
COCCNC(=O)c1c[nH]n2c(=O)cc(C3CCN(C(=O)OC(C)(C)C)CC3)nc12,-5%,4%,-2%,0%,38,-3%
O=[N+]([O-])c1cccc(/C=C/c2nc3ccc([N+](=O)[O-])cc3[nH]2)c1,?,0%,2%,-1%,-29,-34%
O=C(/C=C\c1ccccc1)Oc1cccc2cccnc12,?,-8%,2%,?,-38,-11%
COc1cc(C(=O)O/N=C(\N)Cc2ccc([N+](=O)[O-])cc2)cc(OC)c1OC,?,-3%,7%,1%,?,2%
CCN(C(=O)COC(=O)c1c2c(nc3ccccc13)/C(=C/c1ccccc1)CC(C)C2)C1CCS(=O)(=O)C1 (configuration not stated),?,1%,3%,-19%,-16,105%[activator]
Cc1cc(C)c2nc(SCC(=O)NCC3CCCO3)c(C#N)cc2c1 (configuration not stated),?,9%,0%[57.1 µM],-1%,-7,21%
Cc1ccc(Cl)cc1N1CCN(C(CC(C)C)c2nnnn2CC2CCCO2)CC1 (configuration not stated),8%,2%,5%,5%,-19,1%
O=C(COc1ccc([N+](=O)[O-])cc1Cl)N1CCc2ccccc21,3%,/,/,/,?,-22%
Cc1cccc(N2C(=O)/C(=C\c3ccc(OC(F)F)cc3)c3ccccc3C2=O)c1,11%,3%,-13%,-14%,-11,-34%
N#CC1=C(N)OC2=C(C(=O)CCC2)C1c1ccncc1 (configuration not stated),1%,4%,-18%,-11%,24,-12%
CN(C)S(=O)(=O)N(CC(=O)Nc1ccccc1)c1ccccc1,4%,?,-20%,1%,-16,-16%
CCCCC(=O)NC(c1ccccc1Cl)c1c(O)ccc2ccccc12 (configuration not stated),-4%,?,-10%,-4%,?,-53%
COc1ccc(-c2cc(C(C)=O)c(C)n2CCC(=O)Nc2cc(C)ccc2OC)cc1,/,3%,-1%,/,0,/
CC(=O)c1ccc(NC(=O)C(Cc2ccccc2)n2cccc2)cc1 (configuration not stated),2%,0%,6%,-3%,-36,-20%
CN(C)C1=NC[C@H](Cc2ccccc2)N1CCCCc1ccccc1,?,-1%,-13%,/,-7,45%
Cn1c(-c2cc3ccccc3oc2=O)nc2ccccc21,-11%,-4%,1%,5%,92,-15%
CC(=O)Cc1nsc(NC(=O)c2cc(-c3cccc(C(F)(F)F)c3)oc2C)n1,?,-8%,2%,2%,4,-4%
COc1ccc(S(=O)(=O)N[C@@H](Cc2ccccc2)C(=O)N2CC[C@@]3(O)CCCC[C@H]3C2)cc1,-3%,-13%,3%,-6%,6,26%
O=C(O)CSc1ncccc1C(=O)O,7%,2%,-8%,17%,2,-12%
CC1=CC(=O)c2c(O)ccc(O)c2C1=O,/,?,?,?,/,14µM*

# In another format: entries from further up
# Screens in order – HCV inhibitor | AmpC inh detg | Sm TGR block | Giardia FBPA inh | HCMV inh | AmpC no deterg
- CCNc1ccc(C2(O)C(=O)c3ccccc3C2=O)cc1
  -18% | -5% | 3% | 8% | 21 | -11%
- Cc1ccc(C(=O)N/C(=C\c2ccccc2)C(=O)NCCN2CCOCC2)cc1
  -8% | -11% | 0% | -4% | -2 | 0%
- CCN1C(=NCc2cc(OC)c(OC)c(OC)c2)N[C@@H](c2ccccc2)C(C(=O)OC)=C1C
  -14% | -8% | 0% | 7% | / | -16%&-37%
- COCCNC(=O)c1c[nH]n2c(=O)cc(C3CCN(C(=O)OC(C)(C)C)CC3)nc12
  -5% | 4% | -2% | 0% | 38 | -3%
- O=[N+]([O-])c1cccc(/C=C/c2nc3ccc([N+](=O)[O-])cc3[nH]2)c1
  ? | 0% | 2% | -1% | -29 | -34%
- O=C(/C=C\c1ccccc1)Oc1cccc2cccnc12
  ? | -8% | 2% | ? | -38 | -11%

# (list continues)
SMILES,HCV inhibitor,AmpC inh detg,Sm TGR block,Giardia FBPA inh,HCMV inh,AmpC no deterg
Cc1cc(C)n2nc(CC(=O)NC3CCCCCC3)nc2n1,/,3%,13%,1%,9,3%
O=C1N=C(N2CCCCC2)SC1=C1CCCC1,-5%,-16%,15%[11.4 µM],-5%,69,-16%
Cc1cc(C)c(NC(=O)CS(=O)CC(=O)NC2CCCc3ccccc32)c(C)c1 (configuration not stated),?,3%,-22%,2%,42,13%
Oc1ccc(F)c2cccnc12,?,1%,11%,?,-28,-5%
O=C(Nc1ccccc1Cl)C1CCN(c2nc3ccccc3[nH]2)CC1,/,-2%,3%,/,0,/
Cc1c(CC(=O)O)c(=O)oc2c(C)c(OCc3ccccc3)ccc12,12%,-10%,8%,10%,-34,-15%
COc1cc(CNC(=O)c2ccc3c(c2)c(C)c(C)n3Cc2cccc(C)c2)cc(OC)c1OC,/,2%,-8%,/,-87*,/
O=C(CNc1ccccc1)N/N=C/c1ccc([N+](=O)[O-])o1,?,-13%,?,-5%,-82*,-36%
O=C(NCCc1ccccc1)c1cc(S(=O)(=O)N2CCOCC2)ccc1F,11%,0%,1%,3%,-14,-9%
COc1ccc(-n2nnc3c(=O)n(CC(=O)OCc4ccccc4)cnc32)cc1,?,-7%,-3%,2%,0,-33%
COc1ccc2nc(NC(=O)c3nc(S(=O)(=O)Cc4ccc(C)cc4)ncc3Cl)sc2c1,/,21%,6%,/,-100*,/
Cc1ccc(S(=O)(=O)Nc2nc3ccccc3nc2NCc2ccco2)cc1,1%,-10%,13µM*,-16%,39,-36%
CCN(CC)c1ccc(/C=C2\C(=O)NC(=O)N(Cc3ccco3)C2=O)cc1,32%[activator],-7%,?,2%,34,-43%
CC(NC(N)=O)C(=O)NCC(=O)OCc1ccccc1 (configuration not stated),7%,-16%,-7%,0%,19,-26%
Cc1[nH]c(=S)[nH]c(=O)c1CCOc1ccccc1,-2%,?,-23%,2%,-12,-14%
CC(O)CNCc1ccc(Cl)cc1Cl (configuration not stated),24%,0%,29%,-7%,-24,-12%
CSCCC(NC(=O)c1ccc(Cl)cc1Cl)C(=O)OC(C)C(=O)NCc1ccco1 (configuration not stated),-15%,-4%,?,/,-9,25%
O=C(Nc1ccccc1)c1nn(-c2cccc(C(F)(F)F)c2)ccc1=O,2%,1%,1%,-1%,-23,-6%[2.29 µM]
O=C(CSc1nc2ccc([N+](=O)[O-])cc2[nH]1)NC1CCCC1,8%,-13%,-9%,-17%,17,-24%
CCc1ccc(CN2CCCC(C(=O)Nc3ccc(-c4cscn4)cc3)C2)o1 (configuration not stated),-6%,-2%,-15%,/,-35,44%
CCCCOc1ccc(OC(=O)Nc2cc(Cl)ccc2OC)cc1,-12%,-14%,9%,1%,-10,-10%
CCc1ccccc1OCC(=O)Nc1cc(S(=O)(=O)N2CCOCC2)ccc1N1CCCCC1,11µM*,-2%,-4%,/,-28,21%
COc1cc(C=O)ccc1OCCCOc1ccc([N+](=O)[O-])cc1,?,-12%,9%,-5%,?,-18%
Cc1ccc(NC(=O)Cc2nc(COC(=O)Cc3cccc(C(F)(F)F)c3)cs2)cc1,8%,?,0%,/,15,-32%
COc1cc(OC)c(NC(=O)Cn2c(=O)cc(C(F)(F)F)c3c(C)nn(C)c32)cc1Cl,/,12%,6%,/,16,/

# The closing two entries of the part before come first, to join the parts.
SMILES,HCV inhibitor,AmpC inh detg,Sm TGR block,Giardia FBPA inh,HCMV inh,AmpC no deterg
Cc1ccc(NC(=O)Cc2nc(COC(=O)Cc3cccc(C(F)(F)F)c3)cs2)cc1,8%,?,0%,/,15,-32%
COc1cc(OC)c(NC(=O)Cn2c(=O)cc(C(F)(F)F)c3c(C)nn(C)c32)cc1Cl,/,12%,6%,/,16,/
O=C(O)c1ccc(N/N=C/c2cc(Br)cs2)cc1,14%,0%,-2%,19%,-33,-21%
CCOc1ccc(/C=N/n2c(SC)nnc(C(C)(C)C)c2=O)cc1,5%,1%,2%,-10%,-13,-2%
CC(=O)NCCc1nc2ccccc2n1Cc1cccc(C)c1,9%,-3%,4%,2%,-32,23%
CCOc1ccc(C(=O)NCCc2sc(-c3ccc(F)cc3)nc2C)cc1,/,19%,10%,/,-6,/
CCC(=O)Nc1ccccc1C(=O)OCc1ccc(C(=O)c2ccccc2)cc1,?,4%,16%,-2%,49,10%
O=C(COC(=O)Cc1cccc(C(F)(F)F)c1)NCC1CCCO1 (configuration not stated),2%,-12%,0%,2%,2,14%
Cn1ncc(Cl)c1C(=O)NCc1ccc2c(c1)OCO2,?,-5%,0%,/,?,-1%
COc1cccc(/C=C/C(=O)OCC(=O)Nc2ccc(Cl)c(S(=O)(=O)N(C)C)c2)c1,-5%,7%,-2%,-7%,?,-9%
O=C(NCC1CC1)Nc1cccs1,-2%,1%,-9%,-5%,6,-20%
Cc1cc(C(=O)CSc2nc(N)cc(=O)[nH]2)ccc1F,-16%,1%,8%,8%,-23,-5%
Clc1cccc(-c2nnc(SC/C=C/c3ccccc3)n2Cc2ccco2)c1,?,-6%,-25%,-4%,-31,-16%
CCN1CCCC1CNC(=O)c1cc(COc2ccc(C)c(C)c2)on1 (configuration not stated),?,-6%,-26%,-17%,16,39%
COc1cccc(/C=C/c2n[nH]c(=O)c(C#N)c2C)c1,8%,?,-9%,2%,-8,-21%
COC(=O)c1sccc1NC(=O)/C=C/c1ccc(Cl)cc1Cl,25%,-7%,1%,4%,6,-10%
CCCS(=O)(=O)N1CCC(C(=O)N2CCN(C(=O)OCC)CC2)CC1,-7%,-9%,-27%,7%,1,-1%
CCCCCNC(=O)c1ccc2c(=O)n(CC3CCCO3)c(=S)[nH]c2c1 (configuration not stated),?,4%,-6%,1%,3,-24%

# Retrieved by structure from the list above (two):
SMILES,HCV inhibitor,AmpC inh detg,Sm TGR block,Giardia FBPA inh,HCMV inh,AmpC no deterg
CC(=O)NCCc1nc2ccccc2n1Cc1cccc(C)c1,9%,-3%,4%,2%,-32,23%
COc1cccc(/C=C/C(=O)OCC(=O)Nc2ccc(Cl)c(S(=O)(=O)N(C)C)c2)c1,-5%,7%,-2%,-7%,?,-9%

# Compound activity: PubChem BioAssay, National Center for Advancing Translational Sciences (NCATS)
